FBW7 act = human FBW7 E3 ligase activation, primary screen. Q969H0. AlphaScreen FBW7–phospho-cyclin E peptide binding, activator screen. normalized activity (activation), % at 26.1 µM. 0.13% of 650,000 active; in the data active = normalized activity above about 1.9%;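 note: purified mutant Fbw7 with reduced substrate affinity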
GPR151 activ = activates the human receptor GPR151 | Q8TDV0 | PathHunter beta-arrestin GPR151 cells, luminescence | 1% of 650,000 active | activation, % at 11.2 µM; in the data active = activation above about 4.9%;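 note: 0% = median of compound wells and 100% = cells with positive control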
Target sequence (Q8TDV0 whole entry, looked up): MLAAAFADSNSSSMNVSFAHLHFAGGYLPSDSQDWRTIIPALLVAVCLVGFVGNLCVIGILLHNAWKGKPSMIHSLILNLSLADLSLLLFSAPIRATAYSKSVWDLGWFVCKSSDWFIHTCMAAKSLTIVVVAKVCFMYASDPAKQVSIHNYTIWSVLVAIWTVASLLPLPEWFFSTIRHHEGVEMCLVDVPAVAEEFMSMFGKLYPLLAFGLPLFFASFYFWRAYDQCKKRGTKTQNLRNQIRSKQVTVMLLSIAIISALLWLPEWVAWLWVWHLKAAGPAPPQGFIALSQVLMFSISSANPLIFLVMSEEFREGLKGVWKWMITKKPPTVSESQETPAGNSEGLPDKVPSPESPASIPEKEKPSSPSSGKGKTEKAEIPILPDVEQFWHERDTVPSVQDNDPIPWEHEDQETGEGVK
TEAD-YAP inh = TEAD-YAP interaction inhibition. HEK-TIYL cells, TEAD-Gal4/YAP UAS-luciferase luminescence. inhibition, % at 9.12 µM. 1.4% of 640,000 active. AID 1259422; in the data active = inhibition above about 32%;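 note: 0% = median of test compound wells and 100% = reference inhibitor wells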
MITF primary = blocks human microphthalmia-associated transcription factor | 0.91% of 650,000 active | AlphaScreen MITF homodimerization, bead proximity signal | AID 1259374 | inhibition, % at 2.6 µM; in the data active = inhibition above about 50%;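 note: 0% = vehicle wells with protein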
Target sequence (O75030 whole entry, looked up): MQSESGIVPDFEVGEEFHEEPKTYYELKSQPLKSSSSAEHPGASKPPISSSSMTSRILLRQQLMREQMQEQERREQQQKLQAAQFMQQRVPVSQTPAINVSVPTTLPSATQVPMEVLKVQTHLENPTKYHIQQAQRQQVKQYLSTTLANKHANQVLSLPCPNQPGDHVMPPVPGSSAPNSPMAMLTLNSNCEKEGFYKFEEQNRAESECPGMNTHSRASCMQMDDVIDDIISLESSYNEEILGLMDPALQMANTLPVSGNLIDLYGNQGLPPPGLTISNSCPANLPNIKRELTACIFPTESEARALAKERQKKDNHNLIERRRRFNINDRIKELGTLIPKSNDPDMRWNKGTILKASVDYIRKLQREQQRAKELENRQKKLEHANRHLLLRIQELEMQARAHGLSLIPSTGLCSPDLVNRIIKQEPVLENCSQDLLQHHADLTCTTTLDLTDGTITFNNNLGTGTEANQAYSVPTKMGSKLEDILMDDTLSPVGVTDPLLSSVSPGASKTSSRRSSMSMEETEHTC
An asterisk follows results filed as active; nt = not tested or not shown.

SMILES,FBW7 act,GPR151 activ,TEAD-YAP inh,MITF primary
COC(=O)c1ccc(-c2ccc(/C=C3/C(=O)N(c4cccc(C(=O)O)c4)N=C3C)o2)cc1,0.0,-0.2,-1.1,5.8
COc1ccc(NC(=O)CSc2nc3c(sc(=S)n3-c3ccc(Cl)c(C)c3)c(=O)n2-c2ccc(C)cc2)c(OC)c1,-0.1,-0.5,0.8,7.3
CCOC(=O)c1cnc2ccc(OC)cc2c1Nc1ccc(O)cc1,0.0,-0.5,0.9,0.9
CC(C)CN1C(=O)NC(NC(=O)C2CCCCC2)(C(F)(F)F)C1=O (stereo unspecified),0.0,1.1,3.4,11.2
CCc1ccc(NC(=O)CSC2=Nc3ccccc3C3=NC(Cc4c[nH]c5ccccc45)C(=O)N23)cc1 (stereo unspecified),0.2,1.1,16.5,11.0
CC(C)(C)c1ccc(C(=O)N/N=C2\C3CN4CCN(C3)CC2(c2ccccc2)C4)cc1,0.2,0.0,-5.7,7.3
CCc1ccc2[nH]c(C)c(CN(C)C3CCCCC3)c(=O)c2c1,0.3,0.2,4.0,9.7
CCN(CC(=O)N1CCN(c2ccccc2)CC1)S(=O)(=O)c1ccc2ccccc2c1,-0.2,-1.2,3.5,4.0
O=C1C2CCCCC2C(=O)N1CC(=O)N1CCc2ccccc21 (stereo unspecified),0.1,1.5,-29.9,25.8
CCN(CCCNC(=O)c1ccc2c(=O)n(Cc3ccc(Cl)cc3)c(=S)[nH]c2c1)c1ccccc1,0.3,-1.3,-10.6,0.3
COc1ccccc1NC(=O)Cn1cnc2sc(C)c(C)c2c1=O,0.0,0.4,-23.0,-4.2
O=[N+]([O-])c1ccc(N2CCN(S(=O)(=O)c3cccc4nonc34)CC2)c(C(F)(F)F)c1,0.1,-1.1,14.5,8.6
NC(=O)c1cc2ccccc2oc1=Nc1cccc(/C=C/C(=O)O)c1,0.3,-1.0,-3.6,-3.1
Cc1cc(-c2cncnc2C2CCCN(CC(=O)Nc3nccs3)C2)on1 (stereo unspecified),-0.1,0.2,-3.6,7.8
Cc1nc(NCc2ccccc2)cc(-c2ccccn2)n1,-0.4,-0.1,17.1,0.8

Laid out differently: 2 of the compounds above
Order of values: FBW7 act, GPR151 activ, TEAD-YAP inh, MITF primary
CCN(CCCNC(=O)c1ccc2c(=O)n(Cc3ccc(Cl)cc3)c(=S)[nH]c2c1)c1ccccc1
→ 0.3, -1.3, -10.6, 0.3
COc1ccccc1NC(=O)Cn1cnc2sc(C)c(C)c2c1=O
→ 0.0, 0.4, -23.0, -4.2

The results go on:
SMILES,FBW7 act,GPR151 activ,TEAD-YAP inh,MITF primary
COc1cccc(OCCSc2nc(N)cc(N)n2)c1,-0.1,1.1,-45.3,-3.2
COC(=O)c1ccc(C(=O)OC)c(NC(=O)COc2ccccc2)c1,0.1,-1.8,1.8,7.1
COc1c(Cl)cc(Cl)cc1/C=N/N=C(\N)c1nonc1N,0.1,0.5,-44.8,-24.6
CCCCN(C)c1ncnc2c1c(-c1ccccc1)cn2-c1ccc(F)cc1,1.4,1.0,-8.6,-18.6
CCOC(=O)c1oc2ccc3c(c2c1C)C(=O)CC(C)(CC)O3 (stereo unspecified),0.0,0.8,-13.3,1.1
COC(=O)C1=CN(Cc2ccccc2Cl)C=C(C(=O)OC)C1c1cccs1,0.5,1.5,1.3,-10.0
Cc1ccc(OCC(=O)Nc2ccc(C)c(Cl)c2)cc1C,-0.1,1.6,-6.0,-6.3
Cn1c(SCC(=O)Nc2nc(C(C)(C)C)cs2)nnc1C1CC1,-0.1,-0.3,6.3,-2.6
COC(=O)C(CC(C)C)NC(=O)c1ccc(NC(C)=O)cc1 (stereo unspecified),0.1,2.0,-3.3,-2.2
O=C1N[C@H](Cc2ccc(O)cc2)C(=O)N2CCN(C(=O)c3ccc(F)cc3)C[C@H]12,0.3,-2.0,-11.4,-16.2
CCCC1CCC(C2=N/C(=C\c3ccc(OC)cc3OC)C(=O)O2)CC1 (stereo unspecified),-0.1,0.5,5.3,7.7
Cc1ccc2n(CC(=O)c3ccc(Br)cc3)c(C)c[n+]2c1,0.1,1.0,28.3,-1.1
Cc1cccc(N2C(=O)C3C4C=CC(C4=C4C5CC6CC(C5)CC4C6)C3C2=O)c1 (stereo unspecified),0.0,0.1,-7.8,-15.6
CCCC1=C(C(=O)OCC)C(c2ccccc2OC)C(C#N)=C(N)O1 (stereo unspecified),-0.1,-0.5,4.8,5.5
CCOc1ccc2nc(Nc3nc4ccccc4c(=O)[nH]3)nc(C)c2c1,0.9,1.1,8.4,0.8
CC1CC(C)CN(S(=O)(=O)c2ccc3c(c2)OCCO3)C1 (stereo unspecified),0.0,-1.6,-5.2,-4.7
CCOC(=O)c1sc(NC(=O)CSc2nnc(CNC(=O)c3ccc(OC)cc3)n2-c2ccccc2OC)c(C(=O)OCC)c1C,0.5,0.5,14.9,7.7
O=C1CN(c2ccccc2)C(=O)C1C(=O)NCc1ccccc1 (stereo unspecified),0.0,0.1,-6.5,3.9
Cc1cc(Nc2ccc(Br)cc2)n2ncnc2n1,-0.1,0.8,-1.8,-3.9
CCOc1ccccc1N1CCN(Cc2ccc([N+](=O)[O-])cc2)CC1,-0.2,1.1,-0.6,47.3
Cc1nnc(Nc2ccccn2)c2ccccc12,-0.5,-1.5,-6.5,7.1
CCN(CC)CCCNC(=O)CCCNC(=O)Cn1cnc2sc(C)c(C)c2c1=O,0.1,-0.1,9.3,15.7
NC(=O)COc1ccc(C2C3=C(CCCC3=O)OC3=C2C(=O)CCC3)cc1Cl,-0.2,-0.9,1.4,7.0
CCc1c(C)sc(NC(=S)N2CCN(CC)CC2)c1C(=O)OC,-0.3,-0.7,-1.4,0.9
COc1ccc(NC(=O)Cc2cccc(C)c2)cc1N1CCCC1=O,-0.2,-1.9,4.6,-1.0
COc1ccc(N(CC(=O)NCc2cccnc2)S(=O)(=O)c2ccc(C)cc2)cc1,0.0,1.6,15.0,10.7
O=C(COc1ccc(-c2cccs2)cc1CN1CCCC1)NCc1nccs1,0.0,1.7,4.6,-5.8
CCN1CCN(C(=O)c2cccc(OC)c2)C(C(=O)N2CCOCC2)C1 (stereo unspecified),0.2,0.3,-8.3,-0.2
CCCCOc1ccc(C2=N/C(=C/c3ccccc3F)C(=O)O2)cc1,0.2,-0.5,7.0,15.3
COc1ccc(CNCc2c(C(=O)O)n(C)c3ccccc23)cc1,0.1,0.4,12.6,3.2
O=C(Nc1ccncc1)c1ccc(Br)cc1,0.2,-1.0,1.3,10.6
Cc1occc1C(=O)N/N=C\c1ccco1,0.6,-5.6,-39.2,25.8
CCCCN(C)C(=O)CN1C(=O)CCSc2ccccc21,0.5,-2.0,8.7,9.0
CC(=O)N1CCN(c2ccccc2NC(=O)c2cccc(I)c2)CC1,-0.2,-1.4,-5.1,-5.8
O=C(NC1CCCCC1)n1c(=O)oc2cc(S(=O)(=O)N3CCCCC3)ccc21,-0.1,1.3,-0.2,4.5
CC(C)(C)C1=NNC(=O)c2cc3ccccc3n2C1,0.0,-0.4,9.0,0.3
COc1cccc(N2C(=O)c3cccc4cccc(c34)C2=O)c1,-0.1,1.4,8.8,4.8
COC(=O)C1(C(=O)OC)CC2=C[C@H](CC2=O)Cc2ccccc2[C@@H]1C[N+](=O)[O-],0.1,-1.8,nt,-8.8
CC(C)n1c(-c2csc3ccccc23)nc2c(NCc3cccnc3)ncnc21,0.6,-1.1,-20.0,10.6
CC[C@H](C)[C@@H]1NC(=O)[C@@H]2C[C@H](NCc3ccc(OC)c(COC)c3)CN2C1=O,-0.1,0.9,-10.8,-13.8
CC(=O)Nc1cccc(NC(=O)CSc2nc3[nH]ncc3c(=O)[nH]2)c1,0.0,1.0,6.2,3.4
O=C(CC(NS(=O)(=O)c1ccc(Cl)cc1)c1ccco1)NC1CCCC1 (stereo unspecified),0.8,1.5,-2.3,1.6
Cc1ccc(CNC(=O)CN2C(=O)CCc3ccccc32)cc1,0.5,-0.3,-3.9,10.4
Cc1cc(C(=O)N2CCN(C)CC2)nn1CC(=O)NCc1cccs1,0.4,-0.4,-6.0,10.0
C=CCn1c(N2CCC(C(=O)NC3CCCCC3)CC2)nc2ccccc21,-0.1,-0.9,12.9,16.9
Cc1cccc(N2CCN(C(=O)c3ccc(Sc4ccc(F)cc4)c([N+](=O)[O-])c3)CC2)c1C,0.1,0.0,-0.2,6.4
Cc1cc(-c2nc3cccnc3s2)ccc1NC(=O)c1ccc(F)cc1F,-0.2,-1.1,-28.5,-4.6
CN(C)CCCNS(=O)(=O)c1ccc2c(c1)NC(=O)CO2,0.0,-1.2,-2.9,17.0
COc1ccc(-n2ncc3c(=O)n(CC(=O)N4CCC(C)CC4)cnc32)cc1,-0.2,4.0,-6.8,-2.9
CCN(CC)S(=O)(=O)c1ccc(-c2csc(N3N=C(c4cc(C)ccc4C)CC3c3cccc([N+](=O)[O-])c3)n2)cc1 (stereo unspecified),0.4,-0.2,-5.7,14.7
COc1ccc(OC)c(N(CC(=O)Nc2ccc(Br)cc2)S(=O)(=O)c2ccccc2)c1,-0.2,1.6,1.4,8.4
CC(=O)NCCNC(=O)CCCc1nnc2n(CC(C)C)c(=O)c3sccc3n12,0.2,1.0,-8.9,-2.3
O=S(=O)(NC1CC2CCC1C2)c1ccc2c(c1)OCCO2 (stereo unspecified),-0.2,-1.3,-2.0,-4.6
CCN(c1ccccc1)S(=O)(=O)c1ccc2[nH]cc(C(=O)NCc3ccccc3)c(=O)c2c1,0.1,2.6,0.6,7.7
Cn1c(SCC(=O)NC(c2ccccc2)c2ccccc2)nnc1-c1ccncc1,-0.2,-0.5,-10.4,-1.1
CS(=O)(=O)N1CCN(C(=O)Cc2ccccc2)CC1,0.0,1.4,5.3,0.9
CC(C)(CN(CCO)CCO)NS(=O)(=O)c1ccccc1,0.1,-0.4,-12.0,13.5
COc1ccc2c(=O)c(Oc3ccccc3)c(C(F)(F)F)oc2c1C,0.2,-0.9,-5.2,-13.2
O=C1Nc2ccccc2NC1CC(=O)N1CCC2(CC1)OCCO2 (stereo unspecified),-0.1,-1.0,-10.8,-4.1
CCOC(=O)CC1=NN(c2ccccc2)C(=O)/C1=C\c1ccc(OC)cc1OC,-0.6,-0.7,-0.5,6.9

(list continues)
SMILES,FBW7 act,GPR151 activ,TEAD-YAP inh,MITF primary
O=C(NCc1cccs1)c1cc(-c2ccc(O)cc2)on1,0.1,-0.4,16.3,5.1
COC(=O)c1cccc(COC(=O)c2cccc([N+](=O)[O-])c2C)c1,0.0,-0.3,-14.4,2.4
N#CC1=C(SCC(N)=O)NC(=O)CC1c1ccc(F)cc1 (stereo unspecified),0.1,0.3,1.2,-0.4
CC1CCCN(C(=O)CSc2nnc(-c3ccccc3)n2C)C1 (stereo unspecified),0.0,0.5,8.3,1.7
Fc1ccccc1CSc1nc(NCc2ccc(Cl)cc2)c2ccccc2n1,-0.1,-0.1,-1.6,-12.4
CCCOc1ccc2c(-c3ccccc3)cc(=O)oc2c1C,0.1,-1.5,-5.2,11.7
Cc1ccc(C2Nc3ccccc3NC3=C2C(=O)CC(C)(C)C3)c(O)c1 (stereo unspecified),-0.1,0.3,6.4,7.6
Cc1ccc(NC(=O)COc2ccc([N+](=O)[O-])cc2)cc1Cl,-0.1,-1.0,0.5,2.1
CCOc1ncccc1C(=O)Nc1ccc(Cl)cc1Cl,-0.1,1.9,-8.1,3.5
CC1CC(C)CN(S(=O)(=O)c2ccc3[nH]cc(C(=O)NCCC4=CCCCC4)c(=O)c3c2)C1 (stereo unspecified),0.0,0.9,-3.6,1.9
O=C(NCCC1CCCCN1S(=O)(=O)c1ccccc1)Nc1ccccc1 (stereo unspecified),0.2,4.8,3.8,14.5
O=C(Nc1ccc(I)cc1)c1cc(-c2cccs2)nc2ccccc12,0.3,-0.3,7.2,-3.9
CCOC(=O)c1ccc(NC2=CC(=O)CC(c3ccc(Cl)cc3)C2)cc1 (stereo unspecified),0.1,-0.3,-11.8,4.5
CCOC(=O)c1cnc2c(C)cc(C)cc2c1Nc1ccc2c(c1)OCCO2,0.9,-0.4,1.0,16.9
Nc1c(C(=O)c2cc(F)ccc2F)oc2ccccc12,-0.1,0.0,0.4,-7.8
